# TDP2 absorb: human TDP2 enzyme inhibitors, primary screen, biochemical, epi absorbance, recombinant enzyme; Tyrosyl-DNA phosphodiesterase 2 (Homo sapiens), O95551; T5PNP hydrolysis, p-nitrophenol absorbance 415 nm; inhibition, % at 12.8 µM; actives 0.34% (n = 370,000);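 active = inhibition above the mean of all tested compounds plus 3 SD, set per campaign, cut at about 25% in these data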;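 note: 0% = DMSO with enzyme and 100% = buffer with substrate but no TDP2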
# Target sequence (O95551 whole entry, looked up): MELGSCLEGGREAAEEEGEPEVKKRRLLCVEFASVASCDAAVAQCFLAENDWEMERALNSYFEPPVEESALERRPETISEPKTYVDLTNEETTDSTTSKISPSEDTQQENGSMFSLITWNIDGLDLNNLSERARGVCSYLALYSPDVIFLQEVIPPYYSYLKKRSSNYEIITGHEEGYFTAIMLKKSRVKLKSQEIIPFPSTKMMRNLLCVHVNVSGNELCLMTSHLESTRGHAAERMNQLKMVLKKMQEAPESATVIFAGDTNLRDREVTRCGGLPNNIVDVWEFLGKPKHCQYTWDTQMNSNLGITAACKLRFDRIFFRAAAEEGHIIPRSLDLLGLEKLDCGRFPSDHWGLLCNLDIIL
#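 Material: recombinant human TDP2; quantity: TDP2 enzyme at 120 nM final; medium: Tris-HCl pH 7.5 with MgCl2; compound: single concentration, 12.8 µM nominal, with 1% DMSO; incubation: 2 h enzyme incubation at 37 °C; signal: epi absorbance; measure: percent inhibition; benchmarks: high control without enzyme, low control DMSO plus TDP2; repeats: singlicate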
# SIAE primary: human SIAE inhibitors, primary screen, biochemical, fluorescence polarization, FP-Rh probe, 1536-well HTS | Sialate O-acetylesterase (Homo sapiens), Q9HAT2 | SIAE FP-Rh probe binding | inhibition, % at 9.66 µM | actives 0.69% (n = 370,000) | AID 1053197, 2014;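 active = inhibition above a cutoff: mean of compounds within the control limits plus 3 SD of those, cut at about 17% in these data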;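 note: 0% = plate median of compound wells and 100% = probe without SIAE protein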
# Target sequence (Q9HAT2 whole entry, looked up): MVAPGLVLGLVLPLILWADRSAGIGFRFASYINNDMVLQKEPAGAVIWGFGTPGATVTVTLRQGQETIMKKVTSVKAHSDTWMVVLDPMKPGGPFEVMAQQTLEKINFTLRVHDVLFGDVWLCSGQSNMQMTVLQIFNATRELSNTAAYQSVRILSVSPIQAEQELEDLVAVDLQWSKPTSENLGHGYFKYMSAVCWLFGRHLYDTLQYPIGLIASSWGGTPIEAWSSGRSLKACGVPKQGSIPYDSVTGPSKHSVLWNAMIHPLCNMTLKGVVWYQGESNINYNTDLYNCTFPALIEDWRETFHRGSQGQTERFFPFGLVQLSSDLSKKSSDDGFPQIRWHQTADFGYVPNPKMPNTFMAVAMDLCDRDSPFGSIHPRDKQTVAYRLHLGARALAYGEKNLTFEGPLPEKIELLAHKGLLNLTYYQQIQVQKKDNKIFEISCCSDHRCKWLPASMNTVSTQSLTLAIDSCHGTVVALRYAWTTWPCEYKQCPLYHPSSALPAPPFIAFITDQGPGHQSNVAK
# LEDGF integ inh: blockers of LEDGF/p75-dependent integrase strand transfer – biochemical, TR-FRET, high throughput, primary screen. HIV-1 integrase (with human LEDGF/p75). TR-FRET IN-LEDGF/p75 DNA integration, Eu/Cy5. inhibition, % at 3.7 µM. actives 0.64% (n = 370,000);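 active = inhibition above the screen-wide mean plus 3 SD, cut at about 13% in these data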;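 note: signal is the Cy5 over europium emission ratio at 671 and 618 nm; 0% = plate median of compound wells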
# ABHD4 inh: ABHD4 inhibitors, primary screen, biochemical, fluorescence polarization, mouse; (Lyso)-N-acylphosphatidylethanolamine lipase (Mus musculus), Q8VD66; purified mABHD4, FP-Rh probe fluorescence polarization; inhibition, % at 8.92 µM; actives 0.54% (n = 370,000);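 active = inhibition exceeding the mean over every tested compound plus 3 SD, cut at about 30% in these data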;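 note: 0% = plate median of compound wells and 100% = S159A mutant with DMSO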
#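 Assay system: Wild-type mouse ABHD4 protein | Medium: HEPES pH 7.0 buffer, 150 mM NaCl, 0.01% Pluronic F-127 | Incubation: Enzyme–compound pre-incubation 45 min, then probe 60 min, both 25 °C | Technique: Fluorescence polarization with parallel and perpendicular emission, 525/598 nm | Evaluation: % inhibition of FP-Rh probe binding versus controls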
# Tn7 DDE FP: inhibitors of Tn7 peptide binding to fibrin DD(E), primary screen, biochemical, fluorescence polarization, human fibrin, Tn7 probe. actives 0.13% (n = 370,000). inhibition, % at 8.3 µM. FP displacement of FITC-Tn7 peptide from fibrin DD(E); 0% = median of compound wells per plate. Fibrinogen beta chain (Homo sapiens), P02675;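 active = inhibition above the mean of compounds falling within the control limits plus 3 SD of them, cut at about 14% in these data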;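 note: 0% = plate median of compound wells and 100% = 10 µM Aha-Tn7 peptide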
#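 Assay system: Human clot-derived fibrin DD(E) complex | Buffer or medium: Tris/NaCl/CaCl2 buffer, pH 7.8 | Repeats: One replicate per compound | Benchmarks: Aha-Tn7 high control | Measure: % inhibition scaled between sample-field median and high-control FP | Schedule: 10 min plus 3 h, room temperature | Signal: Fluorescence polarization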
# UHRF1 MBD2 ctr: UHRF1 methylated DNA binding inhibitors, primary screen, counter-screen for MBD2 inhibitor project, biochemical, TR-FRET, human UHRF1, single concentration | UHRF1 binding to methylated oligo | E3 ubiquitin-protein ligase UHRF1 (Homo sapiens), Q96T88 | inhibition, % at 4.4 µM | AID 687016, 2013 | actives 0.75% (n = 370,000); in the data active = inhibition above about 21%;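 note: UHRF1 SRA domain binding a hemimethylated CpG hairpin DNA probe; 0% = median of test compound wells and 100% = reference inhibitor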
# TCR CD3 inh: inhibitors of human TCR-CD3 interaction, primary screen, biochemical, fluorescence, TAMRA-labeled TCR probe | T-cell receptor (TCR) | inhibition, % at 9.4 µM | actives 0.37% (n = 360,000) | AID 651800, 2012; in the data active = inhibition above about 19%;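 note: recombinant mutant TCR 2C K166C tagged with TAMRA read by polarization; 0% = receptor in buffer alone and 100% = receptor with positive control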
# HTRA1 inh: HTRA1 serine protease inhibitors, primary screen, biochemical, fluorescence polarization, HTS; actives 0.5% (n = 340,000); AID 504803, 2011; recombinant HTRA1, FP-rhodamine activity-based probe; Q92743; inhibition, % at 5.96 µM; in the data active = inhibition above about 36%;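 note: 0% = enzyme with DMSO and 100% = wells lacking enzyme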
# PG9 binder: binders of HIV-1 gp120 antibody PG9, primary screen, biochemical, TR-FRET. actives 0.43% (n = 360,000). HIV-1 gp120 / PG9 antibody interaction. inhibition, % at 6.7 µM. TR-FRET gp120-PG9 antibody binding; in the data active = inhibition above about 8.5%
# PRMT1 FP inh: PRMT1 methyltransferase inhibitors, primary screen, biochemical, fluorescence polarization | recombinant PRMT1, activity-based probe fluorescence polarization | inhibition, % at 2.79 µM | actives 1.3% (n = 370,000) | AID 652257, 2013;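 active = inhibition above about 21% made by adding two undisclosed values, limit read from the data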
# Active calls of the source: *; . = not tested or not shown. A portion of the library. The share of hits here may be higher or lower than overall.
SMILES,TDP2 absorb,SIAE primary,LEDGF integ inh,ABHD4 inh,Tn7 DDE FP,UHRF1 MBD2 ctr,TCR CD3 inh,HTRA1 inh,PG9 binder,PRMT1 FP inh
Cc1nc2cc(C(=O)N3CCC4(CC3)OCCO4)ccc2n1-c1cccc(F)c1,6,-2,-2,4,5,0,-2,7,-0.4,-2
CCOC(=O)c1c(-n2c(C)cc(C=C3C(=O)NC(=O)NC3=O)c2C)sc2c1CCCC2,11,-29,-1,4,-2,-7,-4,-4,-0.8,5
CC1CN=C(Nc2ccc(F)cc2)S1 (stereo unspecified),0,2,6,0,-13,-1,2,-2,-0.8,3
CCCOc1ccc(C(C)=O)cc1Cc1c(O)[nH]c(=S)[nH]c1=O,17,-6,-1,9,1,2,-5,4,0.7,4
Cc1ccc(OC(=O)N(C)C[C@H]2OCc3cnnn3CCCC(=O)N([C@@H](C)CO)C[C@@H]2C)cc1,6,6,2,1,0,1,4,.,0.1,3
CC/C(=N\N1CCCCC1)c1c(O)[nH]c(=O)[nH]c1=O,-13,1,1,-3,-3,8,-3,1,0.0,-2
C#CCN1CCN(c2cccc(C(F)(F)F)c2)CC1,-3,-4,4,-2,1,3,1,7,-0.3,-3
COP(=O)(OC)C(NC(=O)/C=C/c1ccccc1)C(Cl)(Cl)Cl (stereo unspecified),-7,-1,-7,2,-3,3,-3,-1,-1.2,0
Cc1c(NS(=O)(=O)c2ccccc2)ccc([N+](=O)[O-])c1Cl,-8,3,2,3,-6,1,-3,-9,-0.1,2
C=C1C(=O)O[C@@H]2C[C@@H](C)[C@@H]3C=CC(=O)[C@@]3(C)[C@@H](OC(=O)CC(=O)O[C@H]3[C@@H]4C(=C)C(=O)O[C@@H]4C[C@@H](C)[C@@H]4C=CC(=O)[C@]43C)[C@H]12,-8,-2,25*,1,-3,4,3,-24,-0.7,29*

# Overlap with the part before: 7 compounds, followed by the next part.
SMILES,TDP2 absorb,SIAE primary,LEDGF integ inh,ABHD4 inh,Tn7 DDE FP,UHRF1 MBD2 ctr,TCR CD3 inh,HTRA1 inh,PG9 binder,PRMT1 FP inh
CCCOc1ccc(C(C)=O)cc1Cc1c(O)[nH]c(=S)[nH]c1=O,17,-6,-1,9,1,2,-5,4,0.7,4
Cc1ccc(OC(=O)N(C)C[C@H]2OCc3cnnn3CCCC(=O)N([C@@H](C)CO)C[C@@H]2C)cc1,6,6,2,1,0,1,4,.,0.1,3
CC/C(=N\N1CCCCC1)c1c(O)[nH]c(=O)[nH]c1=O,-13,1,1,-3,-3,8,-3,1,0.0,-2
C#CCN1CCN(c2cccc(C(F)(F)F)c2)CC1,-3,-4,4,-2,1,3,1,7,-0.3,-3
COP(=O)(OC)C(NC(=O)/C=C/c1ccccc1)C(Cl)(Cl)Cl (stereo unspecified),-7,-1,-7,2,-3,3,-3,-1,-1.2,0
Cc1c(NS(=O)(=O)c2ccccc2)ccc([N+](=O)[O-])c1Cl,-8,3,2,3,-6,1,-3,-9,-0.1,2
C=C1C(=O)O[C@@H]2C[C@@H](C)[C@@H]3C=CC(=O)[C@@]3(C)[C@@H](OC(=O)CC(=O)O[C@H]3[C@@H]4C(=C)C(=O)O[C@@H]4C[C@@H](C)[C@@H]4C=CC(=O)[C@]43C)[C@H]12,-8,-2,25*,1,-3,4,3,-24,-0.7,29*
C/C=C1/CC(C)C(C)(O)C(=O)OCC2CCN3CCC(OC1=O)C23 (stereo unspecified),-12,0,-7,3,1,0,-4,-1,0.6,3
CN1CCN(c2ccc([N+](=O)[O-])c3cccnc23)CC1,-4,3,2,0,2,-23,1,2,-0.1,1
Cn1c(O)c(C=NCCN2CCN(C(=O)Nc3ccccc3)CC2)c(=O)n(C)c1=O,-1,1,-1,0,4,-5,4,.,0.8,-1
CC(=O)O[C@@H]1CC[C@]2(C)C3CC[C@]4(C)C(=O)[C@H](O)CC4C3[C@@H](OC(C)=O)C[C@H]2C1 (stereo partly specified),-2,11,-1,3,1,5,6,4,-0.3,1
Clc1cccc(Cl)c1C1N2CCCN12 (stereo unspecified),-1,-6,-1,-12,7,12,-5,6,3.6,5
Cc1ccc(C(=O)NCCN2CCC3(CC2)C(=O)NCN3c2ccccc2)cc1,3,7,2,1,4,-3,-2,.,1.2,-3
CC(=O)OC12COC1CC(O)C1(C)C(=O)C(O)C3=C(C)C(O)CC(O)(C(OC(=O)c4ccccc4)C21)C3(C)C (stereo unspecified),-2,0,1,-13,-2,7,-9,-4,-0.3,-1
O=C(O)C(O)(c1ccc(Cl)cc1)C1(O)CCCC1 (stereo unspecified),-8,-1,0,-2,-1,-1,4,2,-3.2,-4
COc1ccc(-n2c(-c3ccco3)nc3ccccc3c2=O)cc1,-1,1,-2,-6,4,1,-1,-8,2.9,1
COC(=O)C1=C(c2ccc(S(C)(=O)=O)cc2)C[C@@H]2CC[C@H]1N2C(=O)N1CCCC1,-4,-9,0,7,5,0,4,2,-7.0,-2
O=c1c2ccccc2nc(/C=C/c2ccc3c(c2)OCO3)n1-c1cccc(O)c1,2,-2,-1,-1,8,2,-8,0,3.1,3
Cc1ccc(/C=C2\C(=O)NC(=O)N(CC3CCCO3)C2=O)s1 (stereo unspecified),-3,-5,1,0,-2,2,-11,4,-0.8,16
COc1cc(OC)c(OC)cc1C=O,-14,-2,0,8,-4,-1,14,1,-1.4,-3
OCC1CN1C1CCCCC1 (stereo unspecified),4,-2,2,2,4,-1,-8,5,0.4,-3
CCN1CCN(C(=O)COc2cc(=O)n(CC)c3ccccc23)CC1,0,4,-1,4,-3,-2,4,-1,-2.2,-4
CCCNC(=O)N1[C@H]2CC[C@@H]1C(C(=O)OC)=C(c1ccccc1)C2,2,-2,0,3,3,-2,1,9,-1.7,-2
O=C1NC(=O)C2C1C1(Cl)C(Cl)=C(Cl)C2(Cl)C1(Cl)Cl (stereo unspecified),4,0,1,2,1,1,-4,6,1.2,6
CC1(C)C2([N+](=O)[O-])CN3CC1([N+](=O)[O-])CN(C2)C3c1cccnc1 (stereo unspecified),10,0,-1,2,-1,1,1,2,-0.6,0
Cc1cc(C)nc(NC2=NCCS2)n1,-4,-6,0,5,1,5,7,6,-0.1,1
CC(NCc1ccccc1C(F)(F)F)C(O)c1ccccc1 (stereo unspecified),0,-3,-1,-1,-3,-1,7,9,-0.1,-3
Cc1cc(C(=O)CS(=O)(=O)c2ccc(F)cc2)cc(C)c1OC(=O)N(C)C,-5,-2,-2,-5,5,2,0,-2,0.4,3
CC(=O)N1CCN(c2ccc(N=Cc3c(O)n(-c4ccc(Cl)cc4)c(=O)[nH]c3=O)cc2)CC1,1,11,-2,42*,0,1,5,24,-1.2,3
CCc1ccc(CNCCc2ccc(F)cc2)cc1,4,7,-3,-3,1,0,4,-3,0.2,-3
O=C1CC2OCC=C3CN4CCC56c7ccccc7N1C5C2C3CC46O (stereo unspecified),0,0,7,0,4,-1,10,.,1.8,-1
COc1cc(-n2c(=S)[nH]c3ccc(C)cc3c2=O)c(Cl)cc1Cl,3,-9,-5,37*,6,-3,-4,.,1.0,4
O=c1[nH]c(=O)n(CCc2ccccc2)c(O)c1/C=N/N1CCOCC1,-4,-1,-1,-16,2,-3,7,-4,0.7,3
COc1cccc(C(=O)C2CCCN(Cc3ccc4nonc4c3)C2)c1 (stereo unspecified),-2,0,-5,-4,-4,3,1,-7,-4.0,1
COC(=O)C1=C(c2ccc(F)cc2OCc2ccccc2)C[C@@H]2CC[C@H]1N2C(=O)N1CCCC1,4,1,1,-2,-1,-1,1,-15,-0.7,-1
COC(=O)COc1cc(C)cc2oc(=O)c3c(c12)CCCC3,0,-3,-2,3,3,-3,2,0,-0.1,-1
COc1ccccc1CN1CCN(Cc2ccc(Cl)cc2)CC1,4,8,-3,6,4,-1,0,5,-0.1,-2
CC(C)(C)C(=O)N1Cc2cnnn2-c2ccccc2C1C#N (stereo unspecified),2,1,2,-1,-6,-1,2,1,-1.5,0
CCOc1cc2c(cc1OCC)-n1cccc1C(c1ccc(OC(F)F)cc1)NC2 (stereo unspecified),-4,-4,-4,6,7,1,-1,-9,-0.9,1
Cc1ccc(-c2nc3ccccc3c(=O)n2-c2ccncc2)cc1,1,-7,-3,-4,-2,0,2,-2,-2.0,-3
CN(C)CCCN=Cc1c(O)n(CCc2ccc(F)cc2)c(=O)[nH]c1=O,-15,-2,-3,-5,-5,2,1,13,1.4,0
C=CCn1c(O)c(Cc2ccc(OCC)cc2)c(=O)[nH]c1=O,-13,-5,-4,-3,-1,5,1,1,-1.2,1
CCOC(=O)C1(c2ccccc2)CCN(CC(=O)Nc2ccc(C)cc2)CC1,-4,-1,-3,-7,3,-1,4,-15,-0.7,0
CCC1CCCCN1P(=O)(c1ccc(C)o1)C(C)(C)C (stereo unspecified),-2,3,1,-7,5,6,0,-6,-1.2,-2

# Screening results as filed in PubChem BioAssay.
